Bioassay records as filed in PubChem.
IDE exosite FP = displaces the probe from the exo-site of human IDE. P14735. purified IDE, FL-6b probe fluorescence polarization; stronger effect = lower value. z-score at 20 µM. hit rate 6.3% among 17,000;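 active means z-score of -3 or lower, meaning strong loss of probe binding signal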;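 further: His-tagged human IDE residues 42-1019 made in E. coli with 30 nM FL-6b probe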
Target sequence (P14735 42-1019 limits assumed): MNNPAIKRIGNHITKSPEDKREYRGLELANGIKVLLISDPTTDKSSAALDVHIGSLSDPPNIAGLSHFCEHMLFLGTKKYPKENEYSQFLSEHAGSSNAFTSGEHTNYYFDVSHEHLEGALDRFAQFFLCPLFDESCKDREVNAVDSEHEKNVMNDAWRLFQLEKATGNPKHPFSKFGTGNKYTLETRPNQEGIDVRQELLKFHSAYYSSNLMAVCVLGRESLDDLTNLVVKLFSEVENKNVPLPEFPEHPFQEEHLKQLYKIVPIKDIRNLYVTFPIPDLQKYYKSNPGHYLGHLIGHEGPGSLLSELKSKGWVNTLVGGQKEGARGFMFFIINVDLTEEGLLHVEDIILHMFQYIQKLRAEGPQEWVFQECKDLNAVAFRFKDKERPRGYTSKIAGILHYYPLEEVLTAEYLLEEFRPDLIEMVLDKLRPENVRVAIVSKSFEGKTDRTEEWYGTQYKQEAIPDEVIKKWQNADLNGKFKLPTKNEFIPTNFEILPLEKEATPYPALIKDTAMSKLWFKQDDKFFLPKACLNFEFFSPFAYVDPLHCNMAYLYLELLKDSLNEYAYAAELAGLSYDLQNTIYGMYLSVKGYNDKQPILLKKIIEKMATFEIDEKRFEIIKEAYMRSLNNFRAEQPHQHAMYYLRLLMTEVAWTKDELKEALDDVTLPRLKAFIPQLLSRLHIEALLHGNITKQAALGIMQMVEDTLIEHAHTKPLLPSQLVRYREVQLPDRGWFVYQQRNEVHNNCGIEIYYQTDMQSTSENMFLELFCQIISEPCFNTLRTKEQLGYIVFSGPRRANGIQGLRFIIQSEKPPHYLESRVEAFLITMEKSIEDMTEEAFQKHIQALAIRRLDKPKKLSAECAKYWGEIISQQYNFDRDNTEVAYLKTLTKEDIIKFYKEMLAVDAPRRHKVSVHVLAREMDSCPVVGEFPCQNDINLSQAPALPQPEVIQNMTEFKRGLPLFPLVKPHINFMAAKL
* marks the source's active call; other numbers are inactive results; & = joins results of further samples; ! = repeats disagree.

`O=C(NC[C@H]1N[C@H](CO)[C@@H]1c1ccccc1)C1CCCC1` gave IDE exosite FP 1.56.
For CS(=O)(=O)N1CCCCN2[C@H](CO)[C@@H](c3ccc(C#Cc4ccccn4)cc3)[C@H]2C1 the results were IDE exosite FP -1.77.
`COc1ccc2c3c([nH]c2c1)[C@H](CO)N(C(=O)Nc1c(C)noc1C)CC31CN(CC2CCOCC2)C1` gave IDE exosite FP 0.483.
`CN(C)c1ccc2c(c1)[C@@H]1C[C@@H](CC(=O)NCc3ccccn3)O[C@H](CO)[C@@H]1O2` gave IDE exosite FP -1.78.
`COc1ccccc1C#Cc1ccc([C@@H]2[C@H](CO)N3CCCCN(S(C)(=O)=O)C[C@@H]23)cc1` gave IDE exosite FP -17.7*.
CCCNC(=O)N1[C@H](C#N)[C@H](c2ccc(C3=CCCCC3)cc2)[C@@H]1CO was read as IDE exosite FP 4.75.
For O=C(c1ccc(F)cc1)N1C[C@@H]2N[C@H](C1)C2c1ccc(-c2ccccc2F)cc1 (stereo partly drawn) the results were IDE exosite FP -4.11*!.
`C/C=C/c1ccc([C@H]2[C@@H](CNC(=O)C3CC3)N(C(=O)CC)[C@H]2CO)cc1` gave IDE exosite FP 4.9.
`O=C(Nc1cc(F)ccc1F)N1CC(=O)N2[C@H](C1)[C@@H](c1ccc(-c3ccc(F)cc3)cc1)[C@@H]2CO` gave IDE exosite FP -0.502.
O=C(Nc1cc(F)ccc1F)N1CCCCN2[C@H](C1)[C@H](c1ccc(-c3cncnc3)cc1)[C@@H]2CO was read as IDE exosite FP 1.71.
`O=C(NC[C@H]1[C@@H](c2ccccc2)[C@@H](CO)N1C(=O)Cc1cccnc1)C1CCC1` gave IDE exosite FP 0.714.
`COc1ccc(-c2cn(CC[C@H]3CC[C@@H](NC(=O)c4cnccn4)[C@H](CO)O3)nn2)cc1` gave IDE exosite FP 1.89.
Screening COCC(=O)N1CCCCN2[C@H](CO)[C@@H](c3ccc(-c4ccc(OC)cc4)cc3)[C@@H]2C1 returned IDE exosite FP -2.67.
For Cn1cnc(CCNC(=O)C[C@@H]2CC[C@@H]3[C@H](COC[C@@H](O)CN3C(=O)Nc3ccc(C(F)(F)F)cc3)O2)c1 the results were IDE exosite FP 0.318.
For CN(C)C(=O)c1ccc(-c2ccc([C@@H]3[C@H](C#N)N(C(=O)C4CC4)[C@H]3CO)cc2)cc1 the results were IDE exosite FP -0.273.
For Cc1ccccc1-c1ccc(C2[C@H]3CNC[C@@H]2N3S(=O)(=O)c2ccccc2)cc1 (stereo partly drawn) the results were IDE exosite FP -1.47&-0.413.
`C[C@H](NC(=O)[C@@H]1[C@@H](CO)[C@@H]2Cn3c(ccc(-c4ccccc4F)c3=O)[C@H]1N2)c1ccccc1` gave IDE exosite FP 0.142.
For O=C(C[C@@H]1CC[C@H]2NC[C@@H](O)COC[C@@H]2O1)NCCc1ccncc1 the results were IDE exosite FP 0.744.
Screening CN(C)CC(=O)N1CCCCN2[C@H](CO)[C@@H](c3ccc(-c4cccc(C(=O)N(C)C)c4)cc3)[C@@H]2C1 returned IDE exosite FP 3.67.
`N#C[C@H]1[C@H](c2ccccc2-c2ccccc2F)[C@@H](CO)N1C(=O)C1CC1` gave IDE exosite FP 3.45.
Screening CCCN1[C@@H]2c3ccc(-c4cccc(OC)c4)c(=O)n3C[C@@H]2[C@@H](CO)[C@@H]1C(=O)OC returned IDE exosite FP 2.18.
For CCN(C[C@@H]1[C@@H](c2ccc(-c3cccnc3)cc2)[C@H](CO)N1C(C)=O)C(C)=O the results were IDE exosite FP 0.311.
`O=C(c1ccc(F)cc1)N1CC(=O)N2[C@H](C1)[C@@H](c1ccc(C#CC3CCCCC3)cc1)[C@@H]2CO` gave IDE exosite FP 2.33.
For C/C=C/c1ccc([C@@H]2[C@@H](CO)N(C(=O)c3cnccn3)C23CN(C(=O)C2CCC2)C3)cc1 the results were IDE exosite FP 1.02.
CCN(C[C@@H]1[C@H](c2ccccc2)[C@H](CO)N1C(=O)COC)S(C)(=O)=O was read as IDE exosite FP -0.97.
Screening CN(C)C(=O)C[C@@H]1C[C@H]2c3cc(NC(=O)Nc4ccc(F)cc4)ccc3O[C@H]2[C@@H](CO)O1 returned IDE exosite FP -1.05.
`Cc1cccc(-c2ccc([C@H]3[C@H]4CN(C(=O)NC(C)C)CCCCN4[C@H]3CO)cc2)c1` gave IDE exosite FP -14.4*.
`O=C(C[C@@H]1C[C@H]2c3cc(NS(=O)(=O)c4ccc(F)cc4)ccc3O[C@H]2[C@@H](CO)O1)N1CCc2ccccc2C1` gave IDE exosite FP -0.844.
`N#C[C@@H]1[C@H](c2ccc(-c3cccnc3)cc2)[C@@H](CO)N1C(=O)C1CC1` gave IDE exosite FP 3.45.
`CN(C)CC(=O)N1[C@@H]2c3ccc(-c4cccc(F)c4)c(=O)n3C[C@@H]2[C@@H](CO)[C@@H]1C(=O)NC1CCC1` gave IDE exosite FP 0.421.
Screening O=C(Cc1cccnc1)N1CC(=O)N2[C@H](CO)[C@@H](c3ccc(C#CC4CC4)cc3)[C@@H]2C1 returned IDE exosite FP 2.51.
`CC(=O)N1[C@@H](CO)[C@H](c2ccccc2)[C@@H]1CN(CC(C)C)C(=O)c1ccccn1` gave IDE exosite FP -0.767.
O=C(NC1CCCCC1)N1C[C@@H]2N[C@H](C1)C2c1ccc(-c2ccc(F)cc2)cc1 (stereo partly drawn) was read as IDE exosite FP 2.19&0.244.
CCCNC(=O)N1CC2(C1)CN(C(=O)NC1CCCC1)[C@H](CO)c1[nH]c3cc(OC)ccc3c12 was read as IDE exosite FP -0.153.
`COc1ccc2c3c(n(C)c2c1)[C@@H](CO)N(C(=O)c1ccccn1)CC31CN(C(=O)Cc2ccccc2)C1` gave IDE exosite FP -0.00836.
`C[C@H]1COCc2cnnn2CC[C@@H](Cc2ccccc2)C(=O)N1` gave IDE exosite FP -0.726.
Screening CC=Cc1ccc2n(c1=O)C[C@@H]1[C@@H](CO)[C@H](C(=O)Nc3ccc(-c4ccccc4)cc3)[C@H]2N1C(=O)CC (mixture of isomers) returned IDE exosite FP 0.365.
`CC[C@H]1C/C=C\C[C@H](C(C)C)NC(=O)CCC(=O)N1` gave IDE exosite FP -0.163.
Screening CC(C)[C@@H]1COCc2cn(nn2)CCC[C@H](C)C(=O)N1 returned IDE exosite FP 0.0616.
`CCCNC(=O)N1[C@@H](C#N)[C@@H](c2ccccc2)[C@@H]1CO` gave IDE exosite FP -0.0366.
N#C[C@@H]1[C@@H](c2ccc(-c3ccncc3)cc2)[C@@H](CO)N1C(=O)C1CCCCC1 was read as IDE exosite FP 4.91.
For CO[C@H]1CN(C)C(=O)c2cc(NC(=O)NC3CCCCC3)ccc2OC[C@H](C)N(CC2CCOCC2)C[C@@H]1C the results were IDE exosite FP -0.878.
`O=C1CN(S(=O)(=O)c2ccccc2)C[C@@H]2[C@H](c3ccc(C#Cc4ccccc4)cc3)[C@H](CO)N12` gave IDE exosite FP -5.19*.
For O=C1NCCOCn2nncc2CC[C@@H]1Cc1ccc(-c2ccccc2)cc1 the results were IDE exosite FP -0.668.
Screening C[C@@H]1CCCCO[C@H](CN(C)C(=O)Cc2ccccc2)[C@@H](C)CN([C@H](C)CO)C(=O)c2cc(NS(C)(=O)=O)ccc2O1 returned IDE exosite FP -0.175.

Arranged by length of the SMILES (ascending): 7 of the compounds above.
Screening CC(C)[C@@H]1COCc2cn(nn2)CCC[C@H](C)C(=O)N1 returned IDE exosite FP 0.0616.
O=C(NC1CCCCC1)N1C[C@@H]2N[C@H](C1)C2c1ccc(-c2ccc(F)cc2)cc1 (stereo partly drawn) was read as IDE exosite FP 2.19&0.244.
N#C[C@@H]1[C@@H](c2ccc(-c3ccncc3)cc2)[C@@H](CO)N1C(=O)C1CCCCC1 was read as IDE exosite FP 4.91.
Screening O=C(Cc1cccnc1)N1CC(=O)N2[C@H](CO)[C@@H](c3ccc(C#CC4CC4)cc3)[C@@H]2C1 returned IDE exosite FP 2.51.
`COc1ccc2c3c(n(C)c2c1)[C@@H](CO)N(C(=O)c1ccccn1)CC31CN(C(=O)Cc2ccccc2)C1` gave IDE exosite FP -0.00836.
`O=C1CN(S(=O)(=O)c2ccccc2)C[C@@H]2[C@H](c3ccc(C#Cc4ccccc4)cc3)[C@H](CO)N12` gave IDE exosite FP -5.19*.
Screening CC=Cc1ccc2n(c1=O)C[C@@H]1[C@@H](CO)[C@H](C(=O)Nc3ccc(-c4ccccc4)cc3)[C@H]2N1C(=O)CC (mixture of isomers) returned IDE exosite FP 0.365.

New compounds follow
CCC(=O)N1[C@@H](CO)[C@@H](c2ccc(-c3cccc(F)c3)cc2)[C@@H]1CNC(C)=O was read as IDE exosite FP 4.63.
`COc1ccc(NC(=O)N(C)C[C@@H]2OCCCC[C@@H](C)Oc3ccc(NC(=O)c4ccncc4)cc3C(=O)N([C@H](C)CO)C[C@@H]2C)cc1` gave IDE exosite FP 0.193.
Screening C[C@@H]1CN([C@@H](C)CO)C(=O)c2cc(NS(=O)(=O)c3cccs3)ccc2O[C@@H](C)CCCCO[C@@H]1CN(C)C(=O)c1ccncc1 returned IDE exosite FP 1.34.
COc1ccc(-c2ccc([C@H]3[C@@H](CO)N4C(=O)CNC[C@H]34)cc2)cc1 was read as IDE exosite FP -3.18*.
For COCC(=O)NC[C@H]1N[C@H](CO)[C@@H]1c1ccc(C#CC2CCCCC2)cc1 the results were IDE exosite FP 1.41.
Screening CCCC(=O)Nc1ccc2c(c1)OC[C@H](C)N(CC1CCOCC1)C[C@@H](C)[C@H](OC)CN(C)C2=O returned IDE exosite FP -0.138.
Screening CN1C(=O)c2cc(NC(=O)c3cccc(F)c3)ccc2OC[C@@H]2O[C@H](CC(=O)NCc3ccccc3Cl)CC[C@H]21 returned IDE exosite FP -1.89.
For Cc1ccc(S(=O)(=O)N2[C@@H]3CNC[C@H]2C3c2ccc(-c3cccnc3)cc2)cc1 (stereo partly drawn) the results were IDE exosite FP 0.754&0.215.
C[C@H](CO)N1C[C@H](C)[C@H](CN(C)C(=O)Nc2ccc(-c3cccs3)cc2)OCc2cnnn2CCCC1=O was read as IDE exosite FP 0.994.
For COc1ccc(-c2ccc([C@@H]3[C@@H](CO)N4C(=O)CN(C(=O)C5CCC5)C[C@@H]34)cc2)cc1 the results were IDE exosite FP 2.35.
For COCCNC(=O)[C@@H]1[C@@H](CO)[C@@H]2Cn3c(cccc3=O)[C@H]1N2Cc1cccc(Cl)c1 the results were IDE exosite FP 0.617.
For CN(C)C(=O)c1ccc(-c2ccc([C@@H]3[C@@H](CO)N4CCCCN(CCC(F)(F)F)C[C@@H]34)cc2)cc1 the results were IDE exosite FP 0.751.
For COc1ccc(C#Cc2ccc([C@@H]3[C@@H](CO)N4C(=O)CN(C(=O)C5CCOCC5)C[C@@H]34)cc2)cc1 the results were IDE exosite FP -0.35.
Screening O=C(O)C[C@@H]1C[C@H]2c3cc(NC(=O)Nc4ccc(C(F)(F)F)cc4)ccc3O[C@H]2[C@@H](CO)O1 returned IDE exosite FP 0.753.
For CC(=O)N1[C@H](CO)[C@H]2c3ccccc3N(S(=O)(=O)c3ccccc3C)C[C@H]21 the results were IDE exosite FP 1.56.

Fetched by structure from above, 3 records:
Screening CC(C)[C@@H]1COCc2cn(nn2)CCC[C@H](C)C(=O)N1 returned IDE exosite FP 0.0616.
For CC(=O)N1[C@H](CO)[C@H]2c3ccccc3N(S(=O)(=O)c3ccccc3C)C[C@H]21 the results were IDE exosite FP 1.56.
For CS(=O)(=O)N1CCCCN2[C@H](CO)[C@@H](c3ccc(C#Cc4ccccn4)cc3)[C@H]2C1 the results were IDE exosite FP -1.77.

Next records:
Screening CS(=O)(=O)N1[C@H](C#N)[C@@H](c2ccc(-c3ccccc3F)cc2)[C@H]1CO returned IDE exosite FP -2.13.
Screening C[C@@H]1CCCCO[C@H](CN(C)S(=O)(=O)c2ccc(Cl)cc2)[C@@H](C)CN([C@H](C)CO)C(=O)c2cc(NC(=O)Nc3ccc(C(F)(F)F)cc3)ccc2O1 returned IDE exosite FP 0.77.
`CCC(=O)NC[C@H]1[C@@H](c2ccc(-c3ccccc3)cc2)[C@H](CO)N1C(=O)C1CC1` gave IDE exosite FP 1.14.
`N#C[C@H]1[C@H](c2ccccc2)[C@@H](CO)N1C(=O)C1CCCC1` gave IDE exosite FP 3.62.
Screening CN1C(=O)c2cc(NS(=O)(=O)c3ccccc3F)ccc2OC[C@H]2O[C@@H](CC(=O)NC3Cc4ccccc4C3)CC[C@@H]21 returned IDE exosite FP -0.562.
CC(=O)N1[C@@H](CO)[C@@H](c2ccccc2)[C@@H]1CN(CC(C)C)C(=O)c1ccccn1 was read as IDE exosite FP 0.143.
`CCC(=O)N1CC(=O)N2[C@H](CO)[C@H](c3ccc(C#CCc4ccccc4)cc3)[C@H]2C1` gave IDE exosite FP -3.56*.
`COCC(=O)N(C[C@H]1N[C@H](CO)[C@@H]1c1ccc(-c2ccccc2)cc1)C(C)C` gave IDE exosite FP 1.19.
Screening C[C@@H]1CN([C@H](C)CO)C(=O)CCCn2nncc2CO[C@@H]1CN(C)S(=O)(=O)c1ccc2c(c1)OCCCO2 returned IDE exosite FP 0.705.
Screening O=C(CC1CC1)N1CC(=O)N2[C@H](C1)[C@H](c1ccc(-c3cccnc3)cc1)[C@@H]2CO returned IDE exosite FP 0.432.
O=C(c1cccnc1)N1CC(=O)N2[C@H](CO)[C@@H](c3ccc(-c4ccc(F)cc4)cc3)[C@@H]2C1 was read as IDE exosite FP -1.03.
`CC(C)NC(=O)N1[C@H](CNC(=O)CN(C)C)[C@@H](c2ccccc2)[C@@H]1CO` gave IDE exosite FP 1.56.
`CCC(=O)N1[C@H](CO)[C@H](c2ccc(-c3ccccc3OC)cc2)[C@H]1CNC(C)=O` gave IDE exosite FP -8.24*.
Screening CCS(=O)(=O)N1[C@H](C#N)[C@H](c2ccc(C#CCC3CCCC3)cc2)[C@@H]1CO returned IDE exosite FP -0.273.
CN(C)CC#Cc1ccc([C@@H]2[C@H](CO)N3CCCCN(C(=O)Nc4ccc(F)cc4)C[C@@H]23)cc1 was read as IDE exosite FP -0.185.
For O=C(Nc1ccccc1F)N1CCCCN2[C@H](CO)[C@H](c3ccc(/C=C/c4ccccc4)cc3)[C@@H]2C1 the results were IDE exosite FP -3.89*.

An excerpt. The share of hits here may be higher or lower than overall.
